GIRK2 activator: GIRK2 channel activators by thallium flux; activation (% efficacy), % for hits at 37.5 µM; P48051; 34,000 tested, under 10 active; HEK293 GIRK2/NPY4 cells, thallium flux fluorescence;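 active = primary screen hit, no activity in plain HEK293 cells, and in GIRK2-only cells above 5% efficacy rising with concentration; inactive = the rest, including fluorescent compounds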;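 note: efficacy is normalized control-subtracted fluorescence 15 s after thallium addition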
Target sequence (P48051 whole entry, looked up): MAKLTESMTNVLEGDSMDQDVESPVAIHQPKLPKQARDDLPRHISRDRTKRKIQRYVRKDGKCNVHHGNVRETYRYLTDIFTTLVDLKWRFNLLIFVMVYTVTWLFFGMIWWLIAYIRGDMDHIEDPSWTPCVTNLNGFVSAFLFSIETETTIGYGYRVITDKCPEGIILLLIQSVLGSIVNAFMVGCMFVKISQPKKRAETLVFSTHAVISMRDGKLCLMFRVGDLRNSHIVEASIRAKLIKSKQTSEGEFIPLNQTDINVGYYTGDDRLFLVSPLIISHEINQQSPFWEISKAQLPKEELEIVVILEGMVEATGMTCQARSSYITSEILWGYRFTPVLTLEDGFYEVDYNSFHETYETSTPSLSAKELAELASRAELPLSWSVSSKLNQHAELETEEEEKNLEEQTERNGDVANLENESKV
Calls only; i = inactive. Some of the compounds tested; the hit share may differ from the screen's.

SMILES	GIRK2 activator
CCc1nc2sc(C(c3cccc(F)c3)N3CC(C)OC(C)C3)c(O)n2n1 (stereo not drawn)	i
O=C(Nc1cc(-c2ccco2)nn1CCO)C1COc2ccccc2O1 (stereo not drawn)	i
O=C(Cc1csc(NC(=O)c2ccc3c(c2)OCO3)n1)NCc1nc(-c2ccccc2)no1	i
O=C(Cn1cnc(-c2cccs2)cc1=O)NCc1ccccc1OC(F)(F)F	i
Cc1nn(C)cc1CNC(=O)c1ccc(C(C)(C)C)cc1	i
CS(=O)(=O)N1CCCC(C(=O)Nc2nc(-c3ccc(Cl)cc3Cl)cs2)C1 (stereo not drawn)	i
O=C(NCCS(=O)(=O)N1CCN(c2ccccn2)CC1)c1cc2ccccc2o1	i
O=C(NCCN1CCOC(c2ccccc2)C1)C(=O)Nc1ccc2c(c1)OCCO2 (stereo not drawn)	i
COc1cccc(NC(=O)NCCOc2ccc3nnc(-c4ccccc4)n3n2)c1	i
O=S(=O)(c1cc(F)ccc1F)N1CCOC(c2ccccc2)C1 (stereo not drawn)	i
Cc1ccc(C(C)C)c(OCCCn2c(=O)oc3ccccc32)c1	i
Cc1nnc(-c2ccc(OCC(=O)NCc3ccccc3)cc2)o1	i
COc1ccc(CCNC(=O)Nc2nnc(-c3cccc(Cl)c3)o2)cc1	i
COc1ccccc1N1C(=O)N(c2cccc(Br)c2)C2CS(=O)(=O)CC21 (stereo not drawn)	i
CC(C)(C)C(=O)N1CCOC(c2ccccc2)C1 (stereo not drawn)	i
CSc1ncccc1C(=O)Nc1ccc(CC(=O)N2CCOCC2)cc1	i
O=C(Nc1c(F)cccc1F)N1CCC(Cn2c(COc3ccccc3)nc3ccccc32)CC1	i
O=C(Cn1cnc(-c2cccs2)cc1=O)N1CCN(c2ccc(C(F)(F)F)cn2)CC1	i
COc1ccc(NC(=O)Cn2cnc(-c3ccc(F)cc3)cc2=O)c(OC)c1	i
CN1CCN(n2c3c(c(SCC(=O)NC4CCCCC4)nc2=O)CCCC3)CC1	i
COc1ccc(OC)c(Nc2nc(CC(=O)Nc3nc4ccccc4s3)cs2)c1	i
Cn1cccc(C(=O)N2CCC(CNC(=O)c3cc4ccccc4oc3=O)CC2)c1=O	i
CC(O)CNC(=O)c1cc2c(=O)n(C)c(=O)n(C)c2s1 (stereo not drawn)	i
Cc1cc(NC(=O)C2CCN(S(=O)(=O)c3cccs3)CC2)n(C)n1	i
COc1ccc(-c2c(C#N)c(SCC(N)=O)nc3c2C(=O)CC(C)(C)C3)cc1	i

In the list so far, these have a halogen:
SMILES	GIRK2 activator
CCc1nc2sc(C(c3cccc(F)c3)N3CC(C)OC(C)C3)c(O)n2n1 (stereo not drawn)	i
O=C(Cn1cnc(-c2cccs2)cc1=O)NCc1ccccc1OC(F)(F)F	i
CS(=O)(=O)N1CCCC(C(=O)Nc2nc(-c3ccc(Cl)cc3Cl)cs2)C1 (stereo not drawn)	i
O=S(=O)(c1cc(F)ccc1F)N1CCOC(c2ccccc2)C1 (stereo not drawn)	i
COc1ccc(CCNC(=O)Nc2nnc(-c3cccc(Cl)c3)o2)cc1	i
COc1ccccc1N1C(=O)N(c2cccc(Br)c2)C2CS(=O)(=O)CC21 (stereo not drawn)	i
O=C(Nc1c(F)cccc1F)N1CCC(Cn2c(COc3ccccc3)nc3ccccc32)CC1	i
O=C(Cn1cnc(-c2cccs2)cc1=O)N1CCN(c2ccc(C(F)(F)F)cn2)CC1	i
COc1ccc(NC(=O)Cn2cnc(-c3ccc(F)cc3)cc2=O)c(OC)c1	i

(more compounds)
SMILES	GIRK2 activator
Cc1cc(NC(=O)c2ccc(Br)o2)ccc1N1CCCCC1=O	i
CCOc1ccc(-c2ccc(OCCNS(=O)(=O)c3ccccc3Cl)nn2)cc1	i
NS(=O)(=O)c1ccc(CNc2nnnc3c2cnn3-c2ccccc2)cc1	i
Cc1cc(-c2nnc(NC(=O)CCCS(=O)(=O)c3ccccc3)o2)nn1C	i
CN(C)c1oc(-c2ccco2)nc1S(=O)(=O)c1ccccc1	i
COc1ccccc1CNC(=O)C(=O)Nc1ccc(F)c(Cl)c1	i
O=C(NCC1CCN(C(=O)Oc2ccccc2)CC1)C(=O)Nc1ccc2c(c1)OCO2	i
Cc1cccc(C(=O)Nc2ccc(Nc3cc(-n4cccn4)nc(C)n3)cc2)c1	i
COC(CNC(=O)C(=O)NCC1COC2(CCCCC2)O1)OC (stereo not drawn)	i
COCCN1CCC(CNS(=O)(=O)c2cc(OC)ccc2OC)CC1	i
COc1ccc(-c2noc(C3CC(=O)N(c4cccc(Cl)c4)C3)n2)cc1OC (stereo not drawn)	i
O=C(COc1ccc(Br)cc1Br)NCC1CCCO1 (stereo not drawn)	i
O=C(Nc1cccc(Cl)c1Cl)c1ccno1	i
O=C(Cc1c[nH]c2ccccc12)N1CCC(c2nnc(-c3ccco3)s2)CC1	i
Cc1cc(C)c2sc(NC(=O)c3cccc4ccccc34)nc2n1	i
Cc1nnc(NC(=O)Cn2cnc(-c3cccs3)cc2=O)s1	i
CN1CCN(n2c3c(c(SCC(=O)Nc4ccc([N+](=O)[O-])cc4)nc2=O)CCC3)CC1	i
O=C(Cc1ccccc1F)NCCOc1ccc2nnc(-c3cccc(F)c3)n2n1	i
O=C(Nc1cc(-c2ccco2)nn1-c1nc(-c2ccccc2)cc(=O)[nH]1)c1cc(C2CC2)on1	i
CCSc1nnc(NC(=O)C2CN(c3nc4c(C(F)(F)F)cccc4s3)C2)s1	i
COc1ccccc1-c1c(C)nn2c(C)cc(C)nc12	i
CC(C)Oc1ccc(C(=O)N2CCN(Cc3nc(-c4cccs4)cs3)CC2)cc1	i
CCOC(=O)c1csc(NC(=O)c2ccnn2CC)n1	i
Cc1ccc(NC(=O)Nc2c(C)nc3sccn3c2=O)cc1C	i
COc1cccc(CC(=O)NCc2nc(C)no2)c1	i

Structural class, the compounds so far with a Cl atom.
SMILES	GIRK2 activator
CS(=O)(=O)N1CCCC(C(=O)Nc2nc(-c3ccc(Cl)cc3Cl)cs2)C1 (stereo not drawn)	i
COc1ccc(CCNC(=O)Nc2nnc(-c3cccc(Cl)c3)o2)cc1	i
CCOc1ccc(-c2ccc(OCCNS(=O)(=O)c3ccccc3Cl)nn2)cc1	i
COc1ccccc1CNC(=O)C(=O)Nc1ccc(F)c(Cl)c1	i
COc1ccc(-c2noc(C3CC(=O)N(c4cccc(Cl)c4)C3)n2)cc1OC (stereo not drawn)	i
O=C(Nc1cccc(Cl)c1Cl)c1ccno1	i

Later entries:
SMILES	GIRK2 activator
COc1ccc(C2(CNC(=O)c3ccncc3)CCCC2)cc1	i
O=C(NCCS(=O)(=O)N1CCN(c2ncccn2)CC1)c1ccc2c(c1)OCO2	i
O=C(Cn1cnc2nc(N3CCOCC3)ncc2c1=O)NCc1ccc(C(F)(F)F)cc1	i
O=C(NCCS(=O)(=O)N1CCN(CCc2ccccc2)CC1)c1c(F)cccc1F	i
Cn1cccc1CN(C(=O)Cc1cccs1)C1CC1	i
O=C(COc1ccccc1)NCc1ccsc1	i
CCOC(=O)c1ccc(Nc2nc(C)c([N+](=O)[O-])c(N3CCOCC3)n2)cc1	i
Cc1ccc(NC(=O)CN2N=NC3C(=O)N(c4ccc(Cl)cc4)C(=O)C32)cc1C (stereo not drawn)	i
Cn1nc(CNC(=O)c2cc(C3CC3)on2)c2ccccc2c1=O	i
CC(=O)c1cccc(NC(=O)Cc2csc(Nc3ccc(S(C)(=O)=O)cc3)n2)c1	i
CCN(CC)CCn1c(C)cn2c3c(=O)n(CCc4ccccc4)c(=O)n(C)c3nc12	i
Cc1c(C(=O)Nc2nncs2)sc2nc(-c3ccccc3)cn12	i
COc1ccccc1C(=O)NCC1CCN(S(C)(=O)=O)CC1	i
O=C(NC12CC3CC(CC(C3)C1)C2)N1CCC(c2cccs2)CC1	i
Cc1ccc(C)c(NC(=O)Cn2nc(-c3ccco3)c3sc(N4CCCCC4)nc3c2=O)c1	i
COc1ccccc1NC(=O)N1c2ccccc2CC1C(N)=O (stereo not drawn)	i
O=C(Cc1cc(-c2ccc3c(c2)OCCO3)on1)NCc1cc(-c2ccc(F)cc2)on1	i
CN(C)C(CNC(=O)C(=O)Nc1ccc(F)c([N+](=O)[O-])c1)c1cccc2ccccc12 (stereo not drawn)	i
CCn1nc(C)cc1C(=O)Nc1nc2c(C)ccc(Cl)c2s1	i
N#C/C(=C\N1CCN(c2cccc(C(F)(F)F)c2)CC1)C(=O)NCc1ccco1	i
Cc1ccccc1-c1ccc(SCC(=O)Nc2ccc([N+](=O)[O-])cc2)nn1	i
O=C(NCC1CCN(C(=O)Nc2ccc(F)cc2)CC1)C1c2ccccc2Oc2ccccc21	i
COc1ccccc1NC(=O)CSc1nccn2nc(-c3ccccc3)cc12	i
CCOC(=O)c1c(C)[nH]c(/C=N\O)c1Cc1cccc(Cl)c1	i
CCc1nnsc1C(=O)Nc1ccc(S(=O)(=O)N(C)Cc2ccccc2)cc1	i
SMILES	GIRK2 activator
CCOc1ccccc1NC(=O)Nc1nnc(-c2cccc(S(=O)(=O)C(C)C)c2)o1	i
Cc1ccc(-c2noc(Cn3nc(-c4ccc5c(c4)OCO5)ccc3=O)n2)cc1C	i
CSc1ncccc1C(=O)Nc1ccc2c(c1)N(C(=O)c1ccco1)CC2	i
COc1cccc(NC(=O)N2CCN(c3cc(OC(C)C)nc(C)n3)CC2)c1	i
CC(=O)c1ccc(N2CCN(C(=O)Cc3c(C)[nH]c(=O)[nH]c3=O)CC2)cc1	i
CS(=O)(=O)N1CCN(c2ccc(Nc3ccccn3)nn2)CC1	i
Cc1cc(C)cc(OCC(=O)NCCOc2ccc(F)cc2)c1	i
Cc1ccc(S(=O)(=O)CCCC(=O)N(Cc2ccccc2)Cc2ccccc2)cc1	i
O=C(CCc1ccccc1)NCCn1ncc2c(N3CCN(Cc4ccccc4)CC3)ncnc21	i
Cc1cccc(S(=O)(=O)NCCN2CCOC(c3ccccc3)C2)c1 (stereo not drawn)	i
O=C(Nc1c2c(nn1-c1ccccc1)CS(=O)(=O)C2)C(=O)N1CCCCC1	i
Cc1cccc(CS(=O)(=O)NCC(c2cccn2C)N(C)C)c1 (stereo not drawn)	i
COc1ccc(S(=O)(=O)CCC(=O)Nc2sccc2C#N)cc1	i
COc1cccc(COc2coc(C(=O)Nc3ccc(F)cc3)cc2=O)c1	i
CC1CCN(c2ccc(N3CCN(C(=O)/C=C/c4ccccc4)CC3)nn2)CC1	i
O=C(Nc1nccs1)C1CCN(c2ccc(-c3ccc(F)cc3)nn2)CC1	i
CSc1ccccc1CN1CCC(CNC(=O)c2ccc(Cl)cc2)CC1	i
O=C(NCCn1nc(-c2cccnc2)ccc1=O)c1ccc(C(F)(F)F)cc1	i
COc1ccc(C=O)cc1Cn1c(=O)n(CCCCC(=O)NC(C)C)c(=O)c2ccccc21	i
Cn1ccnc1N1CCN(C(=O)Cc2cccs2)CC1	i
O=C(COc1ccc2c(c1)C(=O)CC2)Nc1ncn[nH]1	i
O=S(=O)(Nc1cccnc1)N1CCCCC1	i
CC(=O)N1CCc2ccc(NC(=O)C3(c4cccs4)CCCC3)cc2C1	i
O=c1[nH]cc(S(=O)(=O)Nc2ccc([N+](=O)[O-])cc2)c(=O)[nH]1	i
COCCCNC(=O)C(=O)Nc1ccc2c(c1)OCO2	i
SMILES	GIRK2 activator
Cc1nn(C2CCS(=O)(=O)C2)c2nc(-c3ccccc3)cc(C(=O)N3CCOCC3)c12 (stereo not drawn)	i
Cc1ccccc1NC(=O)NC1CCCC(O)C1 (stereo not drawn)	i
CCSc1nnc(NC(=O)c2nn(-c3ccc(F)cc3)cc2OC)s1	i
COc1ccccc1C(=O)Nn1cnc2c(cnn2-c2ccccc2)c1=O	i
O=C(NCCCCN1CCOC(c2ccccc2)C1)C(=O)Nc1ccc(F)cc1 (stereo not drawn)	i
Cc1noc(-c2csc(C(=O)N3CCCC3)n2)n1	i
O=C(NC1CCCCC1)N1CCN(Cc2nc(-c3cccs3)cs2)CC1	i
O=C(NCc1ccco1)C(=O)Nc1ccc(F)c([N+](=O)[O-])c1	i
CC(C)(C)OC(=O)N1CCN(CCNC(=O)CSc2nc3ccccc3o2)CC1	i
CC(C)CNc1ncnc2sc3c(c12)CCCC3	i
CCOc1ccc(-c2csc(NC(=O)C(C)(C)C)n2)cc1	i
COc1cccc(C2=NN(C(C)=O)C(c3ccc4nccnc4c3)C2)c1 (stereo not drawn)	i
O=S(=O)(c1ccccc1F)N1CCN(c2ccc3nncn3n2)CC1	i
O=C(c1ccc(=O)n(Cc2cccc([N+](=O)[O-])c2)c1)N1CCc2ccccc21	i
O=C(NCc1ccc(OC(F)(F)F)cc1)C1CN(C(=O)c2c[nH]c3ccccc23)C1	i
O=C(NCC1CCN(Cc2ccco2)CC1)c1ccc2c(c1)OCO2	i
O=S(=O)(c1ccc(Cl)cc1)N1CCC(c2nc(-c3cccs3)no2)CC1	i
O=C(Cn1cc(-c2nnc(-c3ccccc3)o2)c2ccccc21)NC1CCCCC1	i
O=C(NCCc1ccc(Cl)cc1)C(=O)NC1CCCCCC1	i
CC(=O)Nc1ccc2oc(=O)c(-c3ccccc3)c(C)c2c1	i
CCOc1nn(CC)cc1-c1nnc(SCC(=O)N2CCc3ccccc32)n1C	i
COc1ccccc1CCNC(=O)Cc1cc(-c2ccc3c(c2)OCCO3)on1	i
O=C(NCCOc1cccc(C(F)(F)F)c1)c1ccccc1Cl	i
CCC(=O)Nc1ccc(SCC(=O)Nc2nc3ccccc3s2)nn1	i
CCCCC1CCC(C(=O)NCCS(=O)(=O)N2CCN(c3ccccn3)CC2)CC1 (stereo not drawn)	i
SMILES	GIRK2 activator
COc1ccc(S(=O)(=O)Nc2nc(CCC(=O)Nc3nc4ccccc4s3)cs2)cc1	i
COc1ccccc1OCC(O)CNC(C)(C)CC(C)(C)C (stereo not drawn)	i
O=C(Nn1cnc2c(cnn2-c2ccccc2)c1=O)c1ccco1	i
COc1ccc(OC)c(NC(=O)c2ccc(=O)n(Cc3cccc(C(F)(F)F)c3)c2)c1	i
O=C(Nc1cccs1)N1CCC(c2ccsc2)CC1	i
COc1cccc(C(=O)N2CCCN(CCn3nc(C)cc3C)CC2)c1OC	i
Cc1noc(C2CN(C(=O)c3ccc4c(c3)OCO4)C2)n1	i
COC(=O)c1ccc(NC(=O)C(=O)NCc2ccsc2)cc1	i
CC(C)(C)n1nc2c(c1NC(=O)C(=O)N1CCC(C(N)=O)CC1)CSC2	i
Cc1ccc(NC(=O)c2ccc(N3CCCCS3(=O)=O)cc2)c(C)c1	i
